Screening data: PubChem, several laboratories
MEKK2wt PB1 HTS = raises or lowers MEK5 binding to wildtype human MEKK2 PB1 domain. Q9Y2U5. bead flow cytometry, Alexa488-MEK5 binding to MEKK2 WT; actives lie on both sides. binding response (% of control), % at 10 µM. 1.1% of 290,000 active; in the data active = binding response below about 67% or above about 130%
PHOSPHO1 block = blocks human PHOSPHO1 phosphatase activity; inhibition, % at 13.3 µM; Q8TCT1; recombinant PHOSPHO1, absorbance phosphatase assay; AID 1565; 1.1% of 290,000 active; in the data active = inhibition above about 60%
OXTR ag = human OXTR agonism; activation, % at 3 µM; CHO-OTR cells, Fluo-8 calcium fluorescence; normalized: DMSO 0%, oxytocin 100%; 0.32% of 320,000 active; AID 2435;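 active = activation above the mean of all tested compounds plus 3 SD, cutoff set per screening run, cut at about 20% in these data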;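 note: peak over basal fluorescence ratio from a 100 s FLIPR kinetic read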
MEKK3 PB1 HTS = modulators (inhibitors or enhancers) of MEK5 binding to human MEKK3 PB1 domain | Q99759 | bead-based flow cytometry, Alexa488-MEK5 binding to MEKK3; actives lie on both sides; 0 = blocked by unlabeled MEK5, 100 = vehicle | binding response (% of control), % at 10 µM | 1.4% of 290,000 active | AID 1529;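 active = binding response more than 3 SD above or below the average of its plate-row segment, actives on both sides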;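 note: Alexa488 bead fluorescence after subtracting the streptavidin-only scavenger bead signal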
Target sequence (Q99759 whole entry, looked up, the tested form may be a part): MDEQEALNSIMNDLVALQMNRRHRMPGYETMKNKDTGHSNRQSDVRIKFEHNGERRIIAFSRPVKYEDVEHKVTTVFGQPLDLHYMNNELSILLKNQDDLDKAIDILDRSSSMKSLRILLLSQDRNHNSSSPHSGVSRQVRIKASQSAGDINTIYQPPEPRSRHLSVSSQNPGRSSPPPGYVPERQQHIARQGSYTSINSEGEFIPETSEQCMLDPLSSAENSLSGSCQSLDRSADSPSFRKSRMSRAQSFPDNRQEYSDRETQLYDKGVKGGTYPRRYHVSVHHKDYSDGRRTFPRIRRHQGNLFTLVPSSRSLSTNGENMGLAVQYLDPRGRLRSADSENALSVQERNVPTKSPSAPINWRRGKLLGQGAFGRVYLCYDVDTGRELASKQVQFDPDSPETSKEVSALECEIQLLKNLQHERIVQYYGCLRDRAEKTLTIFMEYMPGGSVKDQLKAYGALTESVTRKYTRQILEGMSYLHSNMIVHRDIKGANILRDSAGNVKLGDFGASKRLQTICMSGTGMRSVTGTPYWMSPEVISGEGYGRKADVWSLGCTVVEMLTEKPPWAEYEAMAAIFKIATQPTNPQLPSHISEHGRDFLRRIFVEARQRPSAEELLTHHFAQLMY
GPR7 antagonist = blocks human GPR7 receptor signaling | P48145 | GPR7-expressing cells, fluorescence antagonist assay | inhibition, % at 4.4 µM | 1.1% of 290,000 active | AID 1861; in the data active = inhibition above about 16%, passing the limit was not always enough;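 note: cells stimulated with the agonist NPW; 0% = agonist with vehicle and 100% = vehicle without agonist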
MEKK2mut PB1 HTS = signal of MEK5 binding to mutant human MEKK2 PB1 domain; bead flow cytometry, Alexa488-MEK5 binding to MEKK2 mutant; percent response, % at 10 µM; 0.35% of 290,000 active; in the data active = percent response above about 24%, passing the limit was not always enough; note: inactives centre near 1; some results filed as inactive read as strong as hits; reference of the scale not given here
V1R ag counter = V1a receptor agonism, counter-screen for OXTR agonists | CHO-V1R cells, Fluo-8 calcium fluorescence, agonist mode; 0% DMSO, 100% 3 nM vasopressin | activation, % at 3 µM | 0.25% of 320,000 active | AID 2797;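 active = activation above the mean activation of all tested compounds plus 3 SD, per screening run, cut at about 20% in these data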;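 note: signal is peak over basal fluorescence ratio across a 100 second FLIPR read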
NALP1 yeast inh = blocks the NALP1 inflammasome reconstituted in yeast; S. cerevisiae NALP1/ASC/caspase-1 growth, X-gal OD620, 72 h; inhibition, % at 10 µM; 0.61% of 280,000 active; in the data active = inhibition mostly above about 24%, no sharp cut-off; inactive = mostly below about 32%; note: some compounds called inactive have numbers as strong as hits
GalR3 antag = blocks the human galanin receptor 3. 0.44% of 360,000 active. HEK293 GalR3-CNG cAMP membrane potential fluorescence; galR3 body fused to GalR1 C-terminus. inhibition, % at 3 µM;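 active = inhibition above the screen-wide average plus 3 SD, cut at about 13% in these data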;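 note: forskolin and galanin both at EC90 stimulate the cells; cAMP rise reported by CNG channel membrane potential dye signal; 0% = forskolin plus galanin with DMSO and 100% = forskolin alone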
Target sequence (O60755 1-299 limits assumed): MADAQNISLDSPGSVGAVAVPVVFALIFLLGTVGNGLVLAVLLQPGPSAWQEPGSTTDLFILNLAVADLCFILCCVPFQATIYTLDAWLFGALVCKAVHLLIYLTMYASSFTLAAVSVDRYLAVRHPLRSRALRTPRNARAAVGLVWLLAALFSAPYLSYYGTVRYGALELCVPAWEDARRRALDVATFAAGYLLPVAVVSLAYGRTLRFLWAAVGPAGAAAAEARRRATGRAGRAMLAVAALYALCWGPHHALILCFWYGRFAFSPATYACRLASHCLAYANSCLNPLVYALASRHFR
The depositor's hits bear a star; / = no result given.

SMILES	MEKK2wt PB1 HTS	PHOSPHO1 block	OXTR ag	MEKK3 PB1 HTS	GPR7 antagonist	MEKK2mut PB1 HTS	V1R ag counter	NALP1 yeast inh	GalR3 antag
c1ccc(CCSc2ncnc3nc[nH]c23)cc1	95	21	5.5	94	1	1	7.8	30	-4
O=C(Oc1ccc(C(=S)N2CCOCC2)cc1)c1ccccc1	97	-26	0.5	100	42*	-4	1.0	0	-5
N#C/C(=C/c1cccs1)c1nc2ccccc2[nH]1	99	1	-0.4	99	-5	-1	0.3	63	-3
COc1ccccc1Oc1ccc(S(=O)(=O)Nc2cccnc2)cc1	101	-3	13	93	28*	2	9.1	4	-5
COc1cc(NC(=O)CCc2nc(-c3cccs3)no2)cc(OC)c1OC	108	16	6.4	109	12	3	5.0	-9	-2
CC(C)(C)OC(=O)NCCCC[C@H](NC(=O)c1nc[nH]c1C(=O)N1CCN(C(=O)OC(C)(C)C)CC1)C(=O)OC(C)(C)C	100	14	-0.8	105	-13	4	-1.6	-4	2
O=C(O)c1ccccc1SC1CC(=O)N(c2ccccc2)C1=O (configuration not stated)	108	-2	-0.4	102	-8	0	1.4	57*	0
C/C(CC(=O)N1CCN(C=O)CC1)=N\NC(=O)c1cc2ccccc2cc1O	92	3	0.1	96	-3	-2	-0.1	16	-9
Oc1ccc(Br)cc1CNn1cnnc1	104	40	0.3	103	1	2	0.6	7	-1
CCCC(=O)Nc1c(-c2cccc(OC)c2)c(=O)c2ccccc2n1C	102	0	0.4	106	3	6	0.9	3	-11
COC(=O)COc1ccc(S(=O)(=O)N2CCN(c3ccc(OC)cc3)CC2)cc1	76	-8	0.2	81	-6	-11	1.3	6	-9
COc1ccccc1CNCc1ccc(C)cc1	112	18	0.7	102	-3	9	1.2	3	-9
CCN(CC)C(=O)N1CCN(C)CC1	68	40	0.9	66	0	3	-0.9	9	/
Cc1csc(NC(=O)c2cc([N+](=O)[O-])cc([N+](=O)[O-])c2)n1	97	-54	0.9	91	-4	-3	1.3	22	0
O=C(CN1C(=O)NC2(CCOc3ccccc32)C1=O)Nc1ccc(F)c(F)c1F (configuration not stated)	59	56	0.9	59	-2	-18	0.3	5	1
Cc1cc(C)c(C#N)c(SC2CCCCC2=O)n1 (configuration not stated)	103	1	-1.9	103	-7	8	-1.0	-2	4
Clc1ccc(CSc2nncn2-c2ccc3c(c2)OCCO3)cc1	104	25	0.3	105	19*	5	3.2	6	-6
Cc1cccc(C)c1NC(=O)C(NC=O)c1ccc(Cl)cc1 (configuration not stated)	120	-10	1.8	119	-9	14	0.7	27	-7
COc1c(Cl)cc(Cl)cc1C(=O)n1nc(C)cc1C	99	18	-2.3	109	-1	13	-1.4	-81	-2
C/C=C(\C)C(=O)NCCN1C2=NC[C@H](Cc3ccccc3)N2C[C@H]1Cc1ccc(O)cc1	153*	18	0.6	108	-2	36	0.8	-7	/
CCCCN(CC)C(=O)c1ccc(-c2ccccc2)cc1	96	-11	-3.0	93	0	-1	-1.9	35	-3
Cc1ccc(NC(=O)C2CC(=O)n3ncnc3N2)cc1C (configuration not stated)	104	24	1.2	101	-1	-2	1.6	-2	-8
Cc1ccc(CS(=O)(=O)CCC(=O)NCC2CCCO2)cc1 (configuration not stated)	94	10	-0.1	97	-1	-3	1.2	/	-4
Oc1ccc(-c2nccc(-c3ccc(Cl)cc3)n2)cc1	99	56	-2.5	103	-6	-5	-1.1	-14	-4
O=S(=O)(c1cnc[nH]1)N1CCN(c2ccccc2)CC1	107	-7	0.0	106	-10	9	0.3	6	/
CC(=O)N1CCN(c2ccc(S(=O)(=O)NCCN(C(C)C)C(C)C)cc2[N+](=O)[O-])CC1	92	-8	0.0	89	-6	-4	0.5	12	0
O=C(O)c1ccccc1C(=O)c1ccc(N2CCCC2)c([N+](=O)[O-])c1	103	-8	1.1	106	-10	0	0.9	-2	-3
NS(=O)(=O)c1ccc(NC(=O)Nc2ccc(C(F)(F)F)cc2)cc1	82	41	0.1	79	-13	-5	0.1	28	-2
CC1(C)CC(=O)C2=C(C1)OC(N)=C(C#N)C2c1cc2c(cc1[N+](=O)[O-])OCO2 (configuration not stated)	94	-8	6.5	94	-11	-2	3.5	16	3
COc1ccc2oc(C(=O)NCC(Cc3ccccc3)N(C)C)c(C)c2c1 (configuration not stated)	119	43	0.4	106	11	6	2.7	36	-8
COC(=O)CN(n1cnnc1)S(=O)(=O)c1ccccc1	102	28	-0.8	104	-4	-1	0.7	-14	-5
CCc1ccc(OCC(=O)NC(C)(C)C)cc1	98	6	-1.3	103	-12	-1	0.0	29	0
NCCCCCC(=O)N/N=C/c1ccc2nccnc2c1	119	13	0.6	120	-1	22	-0.3	/	-2
COc1ccc(NC(=S)c2ccc(N(C)C)cc2)cc1	101	-3	-0.1	109	2	0	0.7	30	-4
COc1ccc(N(CC(=O)Nc2cc(Cl)ccc2OC)S(=O)(=O)c2c(C)noc2C)cc1	106	-4	-1.4	105	-2	5	0.3	0	-7
O=C(Cn1c2ccccc2c2nc3n(c(=O)c21)CCCS3)Nc1ccccc1	106	24	-1.2	100	-1	6	0.1	0	0
COc1cc2cc(CN(Cc3cccnc3)C(=O)NCc3ccccc3)c(=O)[nH]c2cc1OC	101	-78	0.8	106	12	3	-0.3	-15	-5
O=C(NCc1cn2ccccc2n1)c1ccccc1	103	-8	1.3	96	2	2	0.3	5	-4
O=C(Nc1ccc(Br)cc1Cl)NC1CC1	100	41	-1.8	99	-14	2	-1.0	1	-6
CCN(CC)CCN1C(=O)c2ccccc2NC1c1ccc(F)cc1 (configuration not stated)	93	10	-0.1	98	-1	-6	-0.5	-3	-3
CN=C(Nc1cc(C)nn1-c1ccccc1)c1ccc(F)cc1	71	15	-0.7	66	-16	-12	-0.6	-8	-4
CC1=C(C(N)=O)C(c2sccc2C)n2nnnc2N1 (configuration not stated)	105	13	-0.4	103	-9	7	-0.3	0	-6
COc1ccccc1/C=C/C=N/NC(=O)c1ccccn1	96	16	-0.6	99	-2	2	0.0	-10	1
COc1cc(OC)c(/C=N/n2c(C3CCCCC3)n[nH]c2=S)c(OC)c1	109	23	0.1	104	-24	7	-0.2	-7	-11
CCOc1ccc(C(=O)OCC(=O)N2CC(C)OC(C)C2)cc1OCC (configuration not stated)	97	-13	0.5	99	-10	-3	0.5	21	0
Cc1ccc(-c2cn3c(n2)CCCC3)cc1	94	12	0.4	97	4	-4	5.4	-5	-5
CCOc1ccc(N2CC(C(=O)N3CCCc4ccccc43)CC2=O)cc1 (configuration not stated)	96	11	1.6	96	-2	-5	4.6	21	-8
Cc1cc(NC(=O)/C=C/c2ccccc2Cl)n(-c2nc3ccccc3[nH]2)n1	117	2	-1.4	150*	-9	1	0.0	/	/
Cc1oc(C(C)(C)C)cc1C(=O)Nc1ccc2c(c1)OCCO2	/	-3	-2.1	/	-7	/	-1.5	26	-4
O=c1oc(Nc2ccccc2Cl)nc2ccccc12	103	41	/	103	-10	8	/	4	-6
CC(C)(C)OC(=O)NCc1ccc(NC(=O)c2nc[nH]c2C(=O)N[C@@H](Cc2ccccc2)C(=O)OC(C)(C)C)cc1	78	34	1.6	84	/	4	1.9	/	-2
N=c1oc2ccc(Cl)cc2cc1C(=O)NC1CCCCCC1	98	23	0.3	103	0	0	1.4	24	-4
COc1ccc(OC)c(NC(=S)N2CCc3ccccc3C2)c1	101	25	-1.2	105	6	0	-0.7	15	-3
CC(NC(=O)CN1CCOCC1)c1ccccc1 (configuration not stated)	101	-21	21*	101	-4	3	1.1	1	-3
COC(=O)C1=C(C)N(C)C(C)=C(C(=O)OC)C1c1ccccn1	107	18	-1.5	105	-6	8	-0.1	6	-1
Cc1ccc(C2=NS(=O)(=O)N(C)C(C(=O)NC3CCCCC3)=C2)cc1	98	23	1.2	100	7	1	4.9	11	/
O=C(Nc1cccc(Cl)c1)N(CCCN1CCOCC1)Cc1ccccc1F	98	4	2.3	91	18	-5	2.5	1	-6
Cn1c(N)c(C(=O)COC(=O)c2ccco2)c(=O)n(C)c1=O	111	12	0.2	110	-9	9	0.3	-7	-3
O=C(Nc1cnn(Cc2c(Cl)cccc2Cl)c1)C(c1ccccc1)c1ccccc1	109	9	0.4	104	-15	9	2.5	0	1
NC(=S)N/N=C/c1ccccc1OC(=O)c1cc2ccccc2oc1=O	91	11	2.4	90	3	-14	3.3	4	-8

Quoted from the listing.
Value for `CCOc1ccc(C(=O)OCC(=O)N2CC(C)OC(C)C2)cc1OCC` (configuration not stated) under MEKK2wt PB1 HTS: 97
Value for `N=c1oc2ccc(Cl)cc2cc1C(=O)NC1CCCCCC1` under MEKK3 PB1 HTS: 103
Value for `Cc1ccc(-c2cn3c(n2)CCCC3)cc1` under OXTR ag: 0.4

Other compounds.
SMILES	MEKK2wt PB1 HTS	PHOSPHO1 block	OXTR ag	MEKK3 PB1 HTS	GPR7 antagonist	MEKK2mut PB1 HTS	V1R ag counter	NALP1 yeast inh	GalR3 antag
O=C(Cn1c(=O)n(Cc2ccccc2)c(=O)c2ccccc21)NCc1ccco1	106	8	-0.4	111	7	4	-0.4	0	0
COc1ccc(NC(=O)c2c3c(nc4ccccc24)CCC3)cc1	101	36	-0.7	104	-7	1	0.9	-7	-6
CCOC(=O)c1cccc(C(=O)Nc2nc3ccc(OC)cc3s2)n1	73	40	0.1	81	10	-10	0.6	20	-2
Cc1ccc(C(C(=O)Nc2ccc(C(C)C)cc2)N(C)C(=O)c2ccc(=O)[nH]c2)cc1 (configuration not stated)	100	-28	-0.2	101	-2	1	0.7	11	-3
COc1ccc(C(=O)OCC(=O)NC(=O)NC2CCCC2)c(O)c1	102	12	-0.6	106	1	2	-0.3	-3	-1
O=C(O)c1ccc(CSc2nnc(SCc3ccccc3)s2)cc1	95	9	3.5	89	-1	-8	5.8	-34	5
CCCCCCCCCCCCN1[C@@H](CC(=O)OC)c2cc(F)ccc2S1(=O)=O	109	/	0.6	103	/	2	0.4	/	-3
COc1ccc2nc(Cl)c(C3CC(c4ccco4)=NN3C(=O)CCC(=O)O)cc2c1 (configuration not stated)	104	6	0.3	106	-5	4	0.2	6	-4
CCOc1ccc(C2C(C#N)=C(N)Oc3n[nH]c(C)c32)cc1OC(=O)C1CC1 (configuration not stated)	107	19	-1.7	110	2	3	0.4	4	-2
Cc1cc(C2C(=O)C(C(=O)c3ccc(Cl)cc3)C(=O)CC2(C)C)on1 (configuration not stated)	94	11	-0.5	94	-8	1	0.7	12	1
CCn1c(C)nc2cc(C#N)ccc21	102	-83	0.7	104	-8	0	0.2	-15	-2
CC(=O)CC(=O)Nc1nc(C)cc(C)n1	102	37	0.7	111	10	5	0.1	22	-4
CCOc1ccc2nc(S(N)(=O)=O)sc2c1	89	6	-0.8	92	-4	1	-0.1	22	-5
Cc1ccccc1-n1nnnc1SC(C)C(=O)NC1CCCc2ccccc21 (configuration not stated)	98	-26	-2.0	85	-12	0	-0.7	12	2
CCOC(=O)CC1C(=O)NCCN1C(=O)c1cc2c(=O)n3ccccc3nc2s1 (configuration not stated)	/	-1	-0.4	/	-3	/	0.0	9	/

Pulled one by one from the list above (three):
SMILES	MEKK2wt PB1 HTS	PHOSPHO1 block	OXTR ag	MEKK3 PB1 HTS	GPR7 antagonist	MEKK2mut PB1 HTS	V1R ag counter	NALP1 yeast inh	GalR3 antag
CCn1c(C)nc2cc(C#N)ccc21	102	-83	0.7	104	-8	0	0.2	-15	-2
O=C(Cn1c(=O)n(Cc2ccccc2)c(=O)c2ccccc21)NCc1ccco1	106	8	-0.4	111	7	4	-0.4	0	0
COc1ccc(NC(=O)c2c3c(nc4ccccc24)CCC3)cc1	101	36	-0.7	104	-7	1	0.9	-7	-6
